TRPML3 agonist – human TRPML3 channel agonists, primary screen, cell-based, HEK293 TRPML3-YFP, Fluo-8 calcium fluorescence, 3 µM; Mucolipin-3 (Homo sapiens), Q8TDD5; hit rate 0.29% among 220,000; activation, % at 3 µM; 100% = the carbachol control signal;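 active means activation above its plate's cutoff, the mean activation of the plate's test wells plus 3 SD, cut at about 12% in these data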;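 further: 0% = DMSO only wells and 100% = carbachol wells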
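Test system: TRPML3-YFP stable HEK293 cells. Doses: single point at 3 µM. Incubation: dye loading 1 h 37 °C then 30 min ambient, 125 s read. Signal: Fluo-8 calcium dye fluorescence, ex 470-495, em 515-575 nm. Measure: percent activation from peak-to-basal fluorescence ratio, scaled between DMSO and carbachol.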
EBV gp42 block – Epstein-Barr virus gp42 inhibitors, primary screen, biochemical, uHTS, fluorescence polarization; Glycoprotein 42 (Epstein-Barr virus (strain AG876)), Q1HVG2; Fluorescence polarization binding assay, mP read-out; inhibition, % (tested at 21.74 µM); hit rate 0.42% among 220,000; AID 1085, 2008; in the data active means inhibition above about 50%
Calpain2 inh – inhibitors of pig calpain II, primary screen, biochemical, fluorogenic peptide substrate, 1536-well; purified calpain II, 30 min; inhibition, % at 16 µM; hit rate 0.37% among 220,000;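 active means inhibition above about 50%, limit read from the data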
Thrombin inh – human alpha-thrombin inhibitors, primary screen, counter-screen for coagulation protease inhibitor project, biochemical, 1536-well, fluorogenic AMC substrate; Prothrombin (Homo sapiens), P00734; Boc-VPR-AMC fluorogenic substrate cleavage; inhibition, % at 5 µM; hit rate 0.26% among 220,000;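 active means inhibition at or above 40%; inactive means inhibition below 40%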;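 further: 0% = enzyme with no compound and 100% = wells without enzyme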
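Material: human alpha-thrombin protein. Incubation: reaction at ambient temperature. Technique: fluorescence of released AMC, ex 355 nm, em 460 nm. Control set: no-compound enzyme wells and no-enzyme blanks. Also added: Boc-VPR-AMC substrate, 15 µM final. Buffer or medium: pH 7.5 Tris (50 mM) with NaCl 150 mM, Tween 20 0.05%.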
TbHK1 inh – Trypanosoma brucei hexokinase 1 inhibitors, primary screen, biochemical, G6PDH-coupled NADH absorbance, MLSCN library; hexokinase 1 [Trypanosoma brucei]; recombinant TbHK1, G6PDH-coupled NADH A340; inhibition, % at 10 µM; hit rate 0.11% among 220,000; AID 1430, 2008;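 active means inhibition of 50% or more in the single-dose primary screen; inactive means inhibition below 50%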
Furin inhibitor – human furin inhibitors, primary screen, biochemical, fluorescence intensity; AID 463115, 2010; inhibition, % at 30 µM; hit rate 0.061% among 220,000; purified furin, fluorogenic substrate cleavage; P09958; in the data active means inhibition above about 25%; further: inactives centre near -15
PPC-1+TRAIL kill – compounds killing PPC-1 cancer cells with TRAIL present, primary screen, TRAIL potentiator project, ATPLite luminescence, uHTS. PPC-1 cells + TRAIL, ATPLite viability luminescence. cell killing (% activity), % at 4 µM. hit rate 0.41% among 220,000;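 active means cell killing above 50% in the first pass at 4 µM, then a duplicate retest at 5 µM averaging 50% or more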;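 further: plate controls were cells with TRAIL plus DMSO for no effect and medium-only wells lacking cells for full effect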
TRPN1 ag – zebrafish TRPN1 channel agonists, primary screen, cell-based, HEK293, calcium fluorescence. transient receptor potential cation channel N1 (TRPN1/NompC), Danio rerio. HEK293 zebrafish TRPN1-YFP, Fluo-8 calcium fluorescence; 100% = response to 87 µM carbachol. activation, % at 3 µM. hit rate 0.18% among 220,000. AID 1424, 2008;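 active means activation above its plate's cutoff, the mean activation of test wells on that plate plus 3 SD, cut at about 19% in these data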;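 further: 0% = DMSO alone and 100% = 87 µM carbachol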
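Assay system: Zebrafish TRPN1-YFP in HEK293 cells | Incubation: Dye loading 1 h at 37 °C, then 30 min room temperature | Measured by: Kinetic Fluo-8 fluorescence, ex 470-495, em 515-575 nm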
KCC2 mod – KCC2 cotransporter modulators, thallium flux, primary screen, cell-based, HEK293 KCC2, FluoZin-2 fluorescence, MLSMR | KCC2 cells, thallium flux FluoZin-2 fluorescence | B-score of Tl+ flux slope (higher = more flux/activation; lower = inhibition) at 10 µM | hit rate 2.2% among 190,000;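 active means thallium flux slope and its plate-corrected score both differing from the plate sample mean at a set confidence after two filtering rounds, in either direction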;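 further: slope of fluorescence scaled to starting intensity during 10 to 20 s after thallium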
Target sequence (Q9H2X9 whole entry, looked up): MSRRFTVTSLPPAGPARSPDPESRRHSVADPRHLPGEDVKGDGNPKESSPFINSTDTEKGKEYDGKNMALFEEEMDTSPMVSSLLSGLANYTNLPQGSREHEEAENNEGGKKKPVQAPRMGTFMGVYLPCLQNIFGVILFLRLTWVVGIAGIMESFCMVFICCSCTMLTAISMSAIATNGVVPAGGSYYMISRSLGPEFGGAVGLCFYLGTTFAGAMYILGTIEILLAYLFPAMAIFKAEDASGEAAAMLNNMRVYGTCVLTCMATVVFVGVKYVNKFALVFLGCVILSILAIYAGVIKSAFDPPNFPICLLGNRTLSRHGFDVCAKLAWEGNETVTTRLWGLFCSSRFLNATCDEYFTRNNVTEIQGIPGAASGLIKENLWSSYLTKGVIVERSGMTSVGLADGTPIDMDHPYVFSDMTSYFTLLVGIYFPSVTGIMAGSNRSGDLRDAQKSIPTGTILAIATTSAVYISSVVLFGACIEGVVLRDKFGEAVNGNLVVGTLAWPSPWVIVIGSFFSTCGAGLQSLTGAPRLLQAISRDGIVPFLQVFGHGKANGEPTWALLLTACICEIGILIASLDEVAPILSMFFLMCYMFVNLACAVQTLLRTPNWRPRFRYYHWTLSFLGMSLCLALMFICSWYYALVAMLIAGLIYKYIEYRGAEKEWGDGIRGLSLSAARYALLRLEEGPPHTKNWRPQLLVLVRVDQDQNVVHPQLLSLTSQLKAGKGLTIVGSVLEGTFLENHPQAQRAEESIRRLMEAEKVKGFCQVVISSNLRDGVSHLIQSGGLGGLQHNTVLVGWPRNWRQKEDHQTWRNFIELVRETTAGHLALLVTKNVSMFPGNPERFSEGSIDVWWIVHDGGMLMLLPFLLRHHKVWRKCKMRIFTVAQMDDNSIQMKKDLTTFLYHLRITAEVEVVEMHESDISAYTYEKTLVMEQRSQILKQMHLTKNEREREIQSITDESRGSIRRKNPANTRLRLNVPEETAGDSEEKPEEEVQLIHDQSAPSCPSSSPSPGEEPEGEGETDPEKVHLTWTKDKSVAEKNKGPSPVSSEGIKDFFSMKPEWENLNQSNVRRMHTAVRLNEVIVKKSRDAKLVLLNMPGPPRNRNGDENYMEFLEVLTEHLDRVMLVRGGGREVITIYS
Active calls of the source: *; x = not tested or not shown; [ ] = another dose, or the depositor's remark. Random draw from the library; about 3.6% have a hit in one of these screens.

SMILES	TRPML3 agonist	EBV gp42 block	Calpain2 inh	Thrombin inh	TbHK1 inh	Furin inhibitor	PPC-1+TRAIL kill	TRPN1 ag	KCC2 mod
Cc1cc(NC(=O)CSCC(=O)N(c2cccc(Cl)c2)C(C(=O)NC2CCCCC2)c2ccc(O)c(O)c2)no1 (stereo not drawn)	0.0	-8	-28	-1	33	-10	7	-0.2	0.12
Cc1c(-c2nc(-c3ccc(C(F)(F)F)cc3)no2)n(C)oc1=O	0.7	-2	-13	-5	-4	-14	8	1.5	0.21
O=C(NCc1ccccc1)C12CC3CC(CC(Cl)(C3)C1)C2	0.1	-6	-12	3	-9	-20	4	-0.9	0.2
CCOc1cc(/C=N/NC(=O)CNc2cccc(C)c2)ccc1OC(=O)c1ccccc1	3.9	-19	-38	2	-4	-2[20 µM]	6	4.8	-0.15
O=C1/C(=C/Nc2ccc3c(c2)OCO3)CCc2ccccc21	0.4	-15	4	4	15	-26	27	1.0	-2.1
ClCCN1C2=NCCCN2c2ccccc21	0.1	-8	24	-11	7	-9	9	-0.1	-0.016
Cc1nn2cc(-c3ccc(Cl)cc3)nc2s1	1.1	-5	26	-3	-10	0	-8	0.1	x
CCOC(=O)C1(Cc2ccc(OC)cc2)CCN(C(=O)C2CC(=O)N(C3CC3)C2)CC1 (stereo not drawn)	0.7	-1	22	-3	-3	-18	20	1.1	1.1
c1ccc2c(Cn3ccnc3)c[nH]c2c1	-0.7	-14	10	-3	-2	-21[20 µM]	4	-0.8	-1.1
CCOC(=O)c1nc(C)n(-c2ccc(Cl)cc2Cl)n1	0.2	-9	19	0	0	-16[20 µM]	-4	0.4	x
N#Cc1c(N)nc2c(c1-c1ccccc1)CCC2	-0.4	-6	-352	1	-8	-35	3	-1.6	-1.2
CN(Cc1ccccc1)C(=O)Cn1c(=O)oc2cc(S(=O)(=O)N3CCCC3)ccc21	1.6	-9	-17	-6	7	-29	-2	1.4	x
COc1ccc(-c2nc(N)nc(C)c2Oc2ccccc2Br)c(O)c1	0.2	18	-30	3	-26	-10[20 µM]	12	-2.6	-1
COc1cccc(C2=CC(c3ccc(OC)c(OC)c3)NC(=S)N2)c1 (stereo not drawn)	0.0	-6	59*	-8	-23	-30	-4	1.8	-0.74
COC(=O)c1c(-c2ccccc2)csc1NC(=O)CSc1ncnc2sc(C)c(C)c12	-0.4	-2	-27	-3	-15	-14	-19	0.9	1.6
Cc1ccc2nsnc2c1N(S(C)(=O)=O)S(C)(=O)=O	0.1	-9	28	3	1	-5	-7	-1.2	-0.63
O=c1cc(COn2nnc3ccc(C(F)(F)F)cc32)nc2sccn12	0.8	8	19	12	1	-20[20 µM]	11	-1.8	x
Cc1ccccc1CSCc1nc(N)nc(Nc2ccccc2C)n1	-0.8	-5	10	-7	-3	-19	18	-1.0	0.5
COCCN(CCOC)S(=O)(=O)c1ccc(C(=O)Nc2c(C)n(C)n(-c3ccccc3)c2=O)cc1	1.4	-17	13	2	-6	-24	14	-0.2	0.35
Cc1ccccc1OCC(=O)Nc1ccc(S(=O)(=O)Nc2ccccn2)cc1	0.2	-13	-43	-3	-2	-33	3	0.5	-0.29
O=C(NC(N1CCOCC1)C(Cl)(Cl)Cl)c1ccc(F)cc1 (stereo not drawn)	0.1	2	-3	8	-5	-20	43	-0.5	2.4
Cc1ccc(S(=O)(=O)Nc2nc(C)c(C(=O)NNS(=O)(=O)c3ccccc3)s2)cc1	1.6	-10	2	1	-17	-24	3	0.6	0.29
COc1cc(-c2[nH]ncc2CN2CCCC2c2nonc2C)cc(OC)c1OC (stereo not drawn)	0.6	-4	26	-9	0	-12	-20	0.4	1.6
Cc1ccc(-c2c(C(=O)N3CCOCC3)oc(=O)c3ccccc23)cc1	-0.3	-6	10	-5	-10	-5	7	1.0	0.43
Nc1ccc(C(=O)Nc2ccc3nc(-c4cccnc4)[nH]c3c2)cc1	0.4	13	28	0	-33	-7[20 µM]	23	1.7	0.28
Cc1nc2ccc(C(=O)N3CCN(c4ccccc4)CC3)cc2s1	-0.2	-17	15	-8	-1	-20[20 µM]	-3	-0.7	-0.37
Cc1cc(NC(=S)N(Cc2cccc(Br)c2)CC2CCC(C(=O)O)CC2)ccc1Cl (stereo not drawn)	-1.1	-2	53*	0	-1	7	-9	0.4	-1.9
CC(C)(C)n1nc2c(c1NC(=O)c1cc3ccccc3o1)CS(=O)(=O)C2	0.4	-18	-32	-10	-1	-28	22	0.8	-0.9
OCCN1CCN(C(=S)Nc2cccc(C(F)(F)F)c2)CC1	1.5	-14	1	-4	-5	-23	20	1.4	0.036
O=C1c2c([N+](=O)[O-])cc([N+](=O)[O-])cc2S(=O)N1Cc1ccccc1 (stereo not drawn)	0.3	-49	-13	-11	6	-33	15	1.3	-0.37
O=C(CCN1C(=O)c2ccccc2C1=O)OCN1C(=O)c2ccccc2C1=O	1.1	-23	12	8	-3	-14[20 µM]	4	-1.9	0.62
CCOCCCNC(=O)C(c1ccc(Cl)cc1)N1CCC2(CC1)OCCO2 (stereo not drawn)	0.1	-16	-19	-7	-5	-26	-11	-0.7	x
CCN(C(=O)CSc1nc2cc(C(=O)OC)ccc2c(=O)n1Cc1ccco1)c1cccc(C)c1	0.7	-7	15	6	11	-1	20	-1.7	0.00052
COc1cc(C(=O)NC(=S)Nc2cccc(-c3cc4ccccc4oc3=O)c2)cc(OC)c1OC	0.7	8	-47	-2	-34	-15[20 µM]	9	0.2	-0.24
COc1ccc(NC(=O)CC(c2ccc(F)cc2)c2ccc(OC(C)C)cc2)cc1 (stereo not drawn)	0.1	-6	9	-5	1	-22	27	-1.1	-0.18
Cc1ccnc(N2C3CCC2CC(O)(c2ccccc2)C3)n1 (stereo not drawn)	0.9	5	-37	-2	-6	-14	8	-0.3	1.2
Cc1ccc(N2CCN(CC(O)COc3ccc([N+](=O)[O-])cc3)CC2)cc1 (stereo not drawn)	0.8	-5	27	-11	-16	-9	10	-0.6	-0.24
Cc1ccc(S(=O)(=O)N(CC(=O)N2CCC(C(N)=O)CC2)c2cccc(C(F)(F)F)c2)cc1	0.6	-2	-16	-7	-2	-15[20 µM]	6	0.3	-0.044
CCN(CC)C(=O)CSc1nc2ccc(NC(=O)CSc3nnc(COc4ccccc4C)n3C)cc2s1	1.2	-6	-62	-2	-2	-3	4	6.5	x
Cc1ccc(NC(=O)C2C3CCCC2C3c2ccccc2)cc1 (stereo not drawn)	0.5	-17	-6	-6	33	-2	6	-1.4	1.4
O=C1NC(c2ccc(Br)cc2)Nc2sc3c(c21)CCC3 (stereo not drawn)	0.2	8	-45	-2	-8	-17[20 µM]	14	1.1	2.1
Cc1cc2c(c(C)nn2-c2ccccc2)c(=O)o1	0.3	-1	-14	-6	-3	-20	-15	-1.1	0.05
Nc1ccc(-c2ccc(N)cc2C(F)(F)F)c(C(F)(F)F)c1	-0.7	-7	-25	-8	1	-20[20 µM]	1	-2.2	0.18
COC(=O)C1=C(C)N(C)C(=S)NC1c1ccc(OC)cc1OC (stereo not drawn)	0.3	-16	28	-3	-7	-10	14	-2.2	0.082
COc1ccc(NC(=O)COC(=O)CNS(=O)(=O)c2ccc(C)cc2)c(OC)c1	0.7	-18	0	12	3	-22	13	-0.6	-0.28

Complete entries, looked up by structure. Values in the order: TRPML3 agonist	EBV gp42 block	Calpain2 inh	Thrombin inh	TbHK1 inh	Furin inhibitor	PPC-1+TRAIL kill	TRPN1 ag	KCC2 mod
O=C1NC(c2ccc(Br)cc2)Nc2sc3c(c21)CCC3 (stereo not drawn) across the screens: 0.2	8	-45	-2	-8	-17[20 µM]	14	1.1	2.1
CCN(C(=O)CSc1nc2cc(C(=O)OC)ccc2c(=O)n1Cc1ccco1)c1cccc(C)c1 across the screens: 0.7	-7	15	6	11	-1	20	-1.7	0.00052
O=C(CCN1C(=O)c2ccccc2C1=O)OCN1C(=O)c2ccccc2C1=O across the screens: 1.1	-23	12	8	-3	-14[20 µM]	4	-1.9	0.62
Cc1ccc(S(=O)(=O)N(CC(=O)N2CCC(C(N)=O)CC2)c2cccc(C(F)(F)F)c2)cc1 across the screens: 0.6	-2	-16	-7	-2	-15[20 µM]	6	0.3	-0.044
Cc1ccc(NC(=O)C2C3CCCC2C3c2ccccc2)cc1 (stereo not drawn) across the screens: 0.5	-17	-6	-6	33	-2	6	-1.4	1.4

By substructure: the entries above containing a nitro group on carbon
SMILES	TRPML3 agonist	EBV gp42 block	Calpain2 inh	Thrombin inh	TbHK1 inh	Furin inhibitor	PPC-1+TRAIL kill	TRPN1 ag	KCC2 mod
O=C1c2c([N+](=O)[O-])cc([N+](=O)[O-])cc2S(=O)N1Cc1ccccc1 (stereo not drawn)	0.3	-49	-13	-11	6	-33	15	1.3	-0.37
Cc1ccc(N2CCN(CC(O)COc3ccc([N+](=O)[O-])cc3)CC2)cc1 (stereo not drawn)	0.8	-5	27	-11	-16	-9	10	-0.6	-0.24

Arranged by number of heavy atoms (rising): part of the list above.
SMILES	TRPML3 agonist	EBV gp42 block	Calpain2 inh	Thrombin inh	TbHK1 inh	Furin inhibitor	PPC-1+TRAIL kill	TRPN1 ag	KCC2 mod
Cc1cc2c(c(C)nn2-c2ccccc2)c(=O)o1	0.3	-1	-14	-6	-3	-20	-15	-1.1	0.05
COC(=O)C1=C(C)N(C)C(=S)NC1c1ccc(OC)cc1OC (stereo not drawn)	0.3	-16	28	-3	-7	-10	14	-2.2	0.082
O=C(CCN1C(=O)c2ccccc2C1=O)OCN1C(=O)c2ccccc2C1=O	1.1	-23	12	8	-3	-14[20 µM]	4	-1.9	0.62

Further compounds
SMILES	TRPML3 agonist	EBV gp42 block	Calpain2 inh	Thrombin inh	TbHK1 inh	Furin inhibitor	PPC-1+TRAIL kill	TRPN1 ag	KCC2 mod
COc1ccc(N2CCN(C(=O)CCC(=O)c3cc(C)sc3C)CC2)cc1	1.1	-6	46	-5	9	-4	5	1.3	-1.1
CCOC(=O)CCNC(=O)CCNC(=O)C(c1ccccc1)c1ccccc1	0.9	-15	-17	-2	-1	-16	9	-0.8	0.73
CC(Oc1ccc(Cl)cc1)c1ccnn1S(=O)(=O)c1ccc(Cl)cc1 (stereo not drawn)	0.1	-23	-3	2	14	1[20 µM]	18	-0.8	x
Cc1ncsc1C(=O)N1CCCC(CNS(=O)(=O)c2cccs2)C1 (stereo not drawn)	0.7	6	9	-3	3	-5	-3	1.6	1.8
Cc1cc(Cl)ccc1N(CC(=O)NCCSCc1ccco1)S(C)(=O)=O	0.4	-3	-81	-10	-2	-15	-8	-0.7	-1.1
CCOc1ccc(NC(=O)CSc2nc(-c3cccs3)cc(C(F)(F)F)n2)c([N+](=O)[O-])c1	0.6	-24	5	0	-10	-27	12	1.9	-0.6
COCCNC(=O)CC(=O)N/N=C/c1ccc(C(=O)OC)cc1	0.4	0	-11	-18	0	-21	14	0.3	1.1

Screening results deposited in PubChem BioAssay by several laboratories.
